SIAH1 antagonists: Siah-1 peptide-binding antagonists, primary screen, biochemical, fluorescence polarization, rhodamine-plectin, uHTS (AID 1817); Siah-1 / rhodamine-plectin peptide fluorescence polarization; higher % means a stronger effect; 290,000 compounds, 0.02% hits; displacement, % at 20 µM, or IC50 in µM where a hit was titrated;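 active = displacement of at least 50% at 20 µM, with a fluorescence ratio check between 0.3 and a set limit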;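 note: plate controls were Siah plus tracer with DMSO for no effect and tracer alone without Siah for full effect; strong numbers were not always called active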
Dengue-2 NS5 capping: flavivirus cap methylation enzyme inhibition – biochemical, confirmation dose response, primary screen (AID 588689); Dengue-2 NS5 methyltransferase capping enzyme assay, biochemical; higher % means a stronger effect; one-dose inhibition, % at 25 µM; IC50 in µM for titrated hits; 340,000 compounds, 0.3% hits; in the data active = a potency from the dose series
HIV fusion peptide: cell-free HIV fusion peptide-binding blockers – biochemical, uHTS, fluorescence dequenching, primary screen (AID 1986). cell-free peptide binding, fluorescence dequenching, 30 min; higher % means a stronger effect. inhibition, % at 20 µM; hits with a dose series show IC50 in µM. 290,000 compounds, 0.3% hits; in the data active = inhibition mostly above about 52%, no sharp cut-off; inactive = mostly below about 76%; note: some results filed as inactive read as strong as hits
GPR35 arrestin U2OS: inhibition of zaprinast-stimulated GPR35 beta-arrestin translocation – imaging, U2OS, beta-arrestin-GFP, zaprinast agonist, primary screen (AID 2058). U2OS GPR35 beta-arrestin-GFP translocation imaging, zaprinast antagonism; higher % means a stronger effect. one-dose inhibition, % at 10 µM; IC50 in µM for titrated hits. 290,000 compounds, 0.052% hits;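 active = inhibition of at least 50% with at least 30 cells and total cytoplasm GFP at most 10,000,000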
NTR1 agonist: agonists of NTR1, primary screen, imaging, U2OS cells, beta-arrestin-GFP, high content (AID 493036); NTR1-U2OS beta-arrestin-GFP spot imaging, agonist mode; activation, % at 20 µM; 330,000 compounds, 0.17% hits;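 active = activation at or above 40% of the spot to cytoplasm intensity ratio, with at least 20 cells analyzed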;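 note: 0% = DMSO without peptide and 100% = 100 nM NTR1 peptide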
Target sequence (P30989 whole entry, looked up): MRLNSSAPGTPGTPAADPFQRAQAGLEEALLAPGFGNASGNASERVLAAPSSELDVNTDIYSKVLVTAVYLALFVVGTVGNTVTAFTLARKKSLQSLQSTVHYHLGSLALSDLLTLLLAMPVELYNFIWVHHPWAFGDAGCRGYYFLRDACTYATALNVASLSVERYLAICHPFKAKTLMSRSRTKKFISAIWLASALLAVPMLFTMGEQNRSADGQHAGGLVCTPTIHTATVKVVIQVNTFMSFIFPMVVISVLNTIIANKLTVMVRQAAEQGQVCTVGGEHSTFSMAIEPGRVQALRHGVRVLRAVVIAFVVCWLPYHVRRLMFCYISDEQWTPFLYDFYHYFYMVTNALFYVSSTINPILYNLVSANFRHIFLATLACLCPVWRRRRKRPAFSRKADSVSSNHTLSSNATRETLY
GPR55 LPI antagonism: GPR55 antagonists blocking LPI-driven arrestin recruitment, primary screen, imaging, U2OS, beta-arrestin-GFP, LPI agonist (AID 2013); U2OS GPR55 beta-arrestin-GFP translocation imaging, LPI antagonism; higher % means a stronger effect; inhibition, % at 10 µM, or IC50 in µM where a hit was titrated; 290,000 compounds, 0.13% hits;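 active = spots per cell inhibited over 60%, with over 100 cells counted and total cytoplasm intensity under 500,000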;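 note: U2OS cells stably carrying GPR55 and arrestin-GFP stimulated by 5 µM LPI near EC80; imaged beta-arrestin-GFP aggregate spots per cell after agonist stimulation; plate controls were LPI-stimulated DMSO wells for no effect and DMSO wells without LPI for full effect; some results filed as inactive read as strong as hits; confirmed hits need IC50 under 10 µM and bright autofluorescent wells are also inconclusive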
AID2073: disruptors of CaV2.2 binding to Mint1 – biochemical, HTRF (AID 2073); 290,000 compounds, 0.19% hits; HTRF protein-protein interaction, Mint1-CaV2.2; higher % means a stronger effect; one-dose inhibition, % at 20 µM; IC50 in µM for titrated hits; in the data active = inhibition mostly above about 51%, no sharp cut-off; note: some results filed as inactive read as strong as hits
UTI89 phage lysis: protection from phage-mediated lysis, alamar blue read-out – E. coli UTI89, K1F phage, bacterial capsule biogenesis inhibitors (AID 488966); E. coli UTI89 K1F phage lysis, alamar blue, 2 h; higher % means a stronger effect; inhibition, % at 100 µM; hits with a dose series show IC50 in µM; 340,000 compounds, 0.02% hits;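 active = phage lysis inhibition, versus mean bacterial control, above a set limit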;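 note: capsule biogenesis inhibitors block K1F phage lysis so surviving cells raise fluorescence; higher fluorescence means more inhibition of phage lysis; actives were called in the ten point dose series up to 300 µM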
GPR55 activation: selective activators of receptor GPR55 – imaging, U2OS cells, beta-arrestin-GFP redistribution, primary screen (AID 1961); U2OS GPR55 beta-arrestin-GFP redistribution imaging; higher % means a stronger effect; activation, % at 10 µM; hits with a dose series show EC50 in µM; 290,000 compounds, 0.048% hits;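 active = activation above 40% with more than 50 cells counted in the well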;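 note: U2OS osteosarcoma cells stably expressing GPR55 and beta-arrestin-GFP; plate controls were DMSO negative control for no effect and LPI positive control for full effect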
NTR1 agonist cell count 20 µM: recorded beside NTR1 agonist, whose call it bears; cell count; measured here: cell count, cytotoxicity flag
Starred values were filed as active, the others as inactive; . = not tested or not shown; [ ] = dose if it differs, or a comment.

SMILES | SIAH1 antagonists | Dengue-2 NS5 capping | HIV fusion peptide | GPR35 arrestin U2OS | NTR1 agonist | NTR1 agonist cell count 20 µM | GPR55 LPI antagonism | AID2073 | UTI89 phage lysis | GPR55 activation
Cn1c(=O)c2c(nc(SCC(=O)NCC3CCCO3)n2C)n(C)c1=O (configuration not stated) | -2% | -1% | -4.0% | 5% | 0.0 | 51 | 11% | 0% | -1.2% | -0.2%
O=C(c1ccccc1)N1CCN(CC#Cc2ccccc2)CC1 | -3% | . | -0.4% | 11% | -0.9 | 61 | 2% | 7% | 0.4% | 0.1%
Cc1ccccc1C(=O)OC(C)CN1CCN(C)CC1 (configuration not stated) | 2% | 2% | -0.6% | 8% | -1.0 | 61 | 7% | 6% | 0.2% | 0.1%
COc1ccc(/C=C/C(=O)N(C)c2ccccc2C(=O)O)cc1 | -6% | 1% | 0.4% | -13% | -0.2 | 48 | -2% | -3% | 0.5% | 0.2%
CC(C)(C)NC(=O)CCN1CCOCC1 | 1% | -5% | 0.7% | -6% | -0.6 | 39 | 3% | -5% | -1.2% | -0.2%
NC(=O)CSc1oc(-c2ccco2)nc1S(=O)(=O)c1ccc(Br)cc1 | 4% | -9% | 2.6% | -10% | -0.8 | 53 | -13% | 5% | -0.1% | 0.4%
CCc1cc(C(=O)Nc2ncccc2O)sc1C | 10% | -4% | 0.6% | -10% | 0.4 | 68 | 7% | 4% | 0.6%[50 µM] | -0.1%
CC(C)(C)NC(=O)C1Cc2ccccc2CN1S(=O)(=O)c1ccc(F)cc1 (configuration not stated) | -2% | . | -0.4% | -9% | -0.2 | 42 | 2% | 10% | . | 0.4%
O=C1NCCCN1Cc1ccc(F)cc1Cl | -4% | -1% | 0.4% | -15% | . | . | -14% | 6% | 1.1% | 0.0%
Cc1nn(-c2cc(N3CCCC3)ccc2[N+](=O)[O-])c(=O)c2ccccc12 | -4% | 4% | -0.6% | 11% | -2.1 | 57 | -5% | -5% | 0.1% | -0.1%
O=C(CN1CCOCC1)Nc1ccccc1Sc1ccc(Cl)cc1 | 5% | -6% | 1.5% | -9% | 7.2 | 58 | 11% | -8% | 0.0% | -0.1%
Cc1cc(/C=C(\C#N)C(=O)NCc2cccs2)c(C)[nH]1 | 0% | -13% | 0.1% | -6% | 2.3 | 46 | -1% | 0% | -0.4% | 1.3%
CC(=O)Oc1ccc(/C(C)=N\N2CCN(Cc3ccc(Cl)cc3)CC2)cc1 | 6% | 2% | -0.4% | -7% | 1.2 | 66 | -14% | -7% | 0.6% | -0.2%
COc1ccc(NC(=O)C/C(C)=N/NC(=O)c2ccncc2)c([N+](=O)[O-])c1 | -2% | -7% | -1.3% | -5% | 0.9 | 45 | -1% | -8% | 2.4% | 0.5%
COc1cc(NC(=O)CN2c3ccccc3CC2C)cc(OC)c1OC (configuration not stated) | 4% | -9% | -1.9% | 0% | -1.7 | 50 | 6% | -9% | 3.2% | 0.5%
CC(C)(C)NC(=O)C(c1ccc(Cl)cc1)N(Cc1ccco1)C(=O)CCl (configuration not stated) | 8% | -4% | 1.5% | -5% | 1.3 | 78 | 8% | 6% | 9.6% | -0.2%
Cc1cc(S(=O)(=O)NCc2ccncc2)c(C)cc1Br | 2% | 3% | 0.1% | 3% | 0.7 | 85 | -14% | 19% | 0.3% | -0.1%
CC1(C)Cc2c(sc3nnn(CC(=O)Nc4ccccc4)c(=O)c23)CO1 | 0% | 2% | -0.8% | 4% | -0.1 | 56 | -1% | 3% | -0.1% | 0.2%
CC1CCC2(CC1)NC(=S)N(C(C)(C)C)N2 (configuration not stated) | 0% | . | -2.5% | -1% | 1.3 | 64 | 6% | 1% | . | -0.1%
CCOC(=O)NN1C(=O)c2ccccc2NC1c1cccnc1 (configuration not stated) | -6% | -5% | -0.3% | 16% | 0.7 | 50 | -2% | 6% | -0.3% | -0.5%

As entered above.
UTI89 phage lysis with Cc1cc(/C=C(\C#N)C(=O)NCc2cccs2)c(C)[nH]1 is entered as -0.4%
GPR55 LPI antagonism with Cc1ccccc1C(=O)OC(C)CN1CCN(C)CC1 (configuration not stated) is entered as 7%
SIAH1 antagonists with COc1cc(NC(=O)CN2c3ccccc3CC2C)cc(OC)c1OC (configuration not stated) is entered as 4%
AID2073 with CC1(C)Cc2c(sc3nnn(CC(=O)Nc4ccccc4)c(=O)c23)CO1 is entered as 3%

Next part:
SMILES | SIAH1 antagonists | Dengue-2 NS5 capping | HIV fusion peptide | GPR35 arrestin U2OS | NTR1 agonist | NTR1 agonist cell count 20 µM | GPR55 LPI antagonism | AID2073 | UTI89 phage lysis | GPR55 activation
Cc1cc(Nc2ccccc2)nc(NCc2ccccc2)n1 | -11% | -3% | -1.7% | -20% | 9.6 | 57 | 2.1µM* | -6% | -17% | -0.5%
CCCN1C(=O)SC(CC(=O)Nc2ccccc2C)C1=O (configuration not stated) | 7% | -1% | 0.1% | -5% | 2.7 | 40 | 6% | 1% | 0.2% | 0.3%
O=C1CCN(S(=O)(=O)c2ccccc2)CCN1CCOCc1ccc(C(F)(F)F)cc1 | 13% | -3% | 0.5% | -2% | -0.9 | 67 | 11% | 3% | 3.6% | 0.6%
CC(C)(C)OC(=O)Nc1ncnc2c1ncn2C1OC(CO)C2OC(C)(C)OC21 (configuration not stated) | -6% | 1% | 0.6% | 23% | 0.2 | 65 | -2% | -4% | -2.4% | -0.2%
COc1ccc(C(=O)N=C2SC3CS(=O)(=O)CC3N2Cc2ccccc2)cc1OC (configuration not stated) | 0% | 0% | 0.8% | 4% | -0.6 | 62 | 2% | 6% | 0.1% | -0.1%
CCOC(CNC(=O)CCc1c(C)nc2nc(C)nn2c1C)OCC | 4% | 0% | -1.6% | 19% | -3.0 | 95 | 6% | 0% | -0.2% | 0.2%
COc1cccc(Nc2nc(N)nc(C(F)(F)F)n2)c1 | -1% | -7% | -1.7% | -4% | 4.6 | 81 | -9% | 0% | 0.1% | -0.2%
O=C1CCC(NC(=O)c2ccccc2)C(=O)N1 (configuration not stated) | 0% | -3% | 3.0% | 9% | . | . | 7% | 10% | -1.9%[50 µM] | 0.2%
NC(=S)N/N=C/c1ccc(C(F)(F)F)cc1 | -4% | -11% | -0.5% | -7% | -0.3 | 50 | 5% | 12% | 5.0% | 0.3%
Cc1ccc(N=Nc2cc(C)ccc2N)cc1 | 0% | -2% | -5.6% | -5% | 1.9 | 51 | -4% | 4% | 0.7% | -0.1%
Cc1cc(C)n(-c2nc(SCC(=O)O)c3c4c(sc3n2)COC(C)(C)C4)n1 | 10% | 2% | 1.0% | -9% | 2.8 | 53 | 10% | 13% | -0.3% | 0.4%
CCC1(CC)Cc2ccccc2-c2nc(CN(C)C)[nH]c(=O)c21 | -3% | -1% | -2.2% | -2% | 0.3 | 88 | 1% | 12% | 0.5% | 0.0%
CCn1c(=N)n(CC(=O)c2ccc(Cl)c(Cl)c2)c2ccccc21 | -4% | 1% | -0.4% | 15% | 3.7 | 87 | -2% | 0% | -0.8%[50 µM] | -0.1%
CCc1ccccc1NC1=NCC(=O)N1C1CCCC1 | 9% | 2% | 0.7% | 10% | 0.2 | 90 | 12% | -8% | 0.1% | -0.1%
Cc1[nH]nc2c1C(CCc1ccccc1)C(C#N)=C(N)O2 (configuration not stated) | -1% | 1% | -1.8% | -5% | 0.7 | 58 | 12% | -2% | 0.4% | -1.0%
Cc1cc(C)cc(NC(=O)CN2CCN(c3ccccn3)CC2)c1 | -5% | -5% | 1.0% | -9% | 0.6 | 65 | -4% | -2% | 0.4% | -0.4%
COCCSc1nnc(NC(=O)CSCc2ccccc2)s1 | 8% | -1% | -1.0% | -13% | -0.4 | 48 | 17% | 0% | 0.1% | -0.2%
O=C(NCCCCNC(=O)c1c(F)c(F)c(F)c(F)c1F)c1c(F)c(F)c(F)c(F)c1F | 2% | -1% | 1.5% | -12% | 1.4 | 72 | 2% | -10% | 0.2% | 0.4%
CCOC(=O)c1ccccc1Nc1cc(C)nc2nc(C)nn12 | 3% | 5% | -2.2% | -5% | -4.5 | 41 | -3% | 9% | 5.9% | 0.0%
Cc1ccc(S(=O)(=O)N2CCCCC2)cc1C(=O)NCCc1ccccc1 | -3% | -6% | -0.9% | -10% | 0.1 | 71 | 11% | 7% | 0.0% | -0.2%

Complete entries as entered above. Order of screens: SIAH1 antagonists | Dengue-2 NS5 capping | HIV fusion peptide | GPR35 arrestin U2OS | NTR1 agonist | NTR1 agonist cell count 20 µM | GPR55 LPI antagonism | AID2073 | UTI89 phage lysis | GPR55 activation
CCn1c(=N)n(CC(=O)c2ccc(Cl)c(Cl)c2)c2ccccc21 is entered as -4% | 1% | -0.4% | 15% | 3.7 | 87 | -2% | 0% | -0.8%[50 µM] | -0.1%
CCOC(=O)c1ccccc1Nc1cc(C)nc2nc(C)nn12 is entered as 3% | 5% | -2.2% | -5% | -4.5 | 41 | -3% | 9% | 5.9% | 0.0%

Additional records
SMILES | SIAH1 antagonists | Dengue-2 NS5 capping | HIV fusion peptide | GPR35 arrestin U2OS | NTR1 agonist | NTR1 agonist cell count 20 µM | GPR55 LPI antagonism | AID2073 | UTI89 phage lysis | GPR55 activation
COc1ccc(-c2[nH]ncc2/C=N\NS(=O)(=O)c2ccc(Cl)cc2)cc1 | 2% | -6% | -1.5% | -6% | 0.9 | 55 | 4% | -1% | 0.2% | 0.5%
COc1ccc(NC(=S)N2CCN(S(C)(=O)=O)CC2)cc1OC | 1% | 1% | -1.9% | -12% | -0.4 | 46 | 1% | -11% | 1.1%[50 µM] | -0.2%
CC(=O)c1ccccc1NS(=O)(=O)c1cccc2nonc12 | -3% | -4% | 6.7% | -12% | -0.3 | 63 | 16% | 2% | 0.4%[50 µM] | -0.1%
CSc1cccc(NC(=O)Nc2ccccc2)c1 | -2% | -9% | -0.2% | 14% | 2.0 | 63 | -15% | -1% | 0.6% | -0.1%
COC(=O)c1ccc(S(=O)(=O)NCCc2ccccc2OC)n1C | 1% | 2% | -2.3% | -7% | 0.4 | 59 | 10% | 1% | 0.2% | 0.2%
COn1c(=O)c(-c2cccs2)[n+]([O-])c2ccccc21 | -1% | -1% | 3.3% | -6% | 0.5 | 9 | 18% | -4% | 0.4% | -0.1%
COc1ccc(OC(=O)c2cc3ccccc3o2)cc1 | 2% | -2% | -0.9% | 14% | -0.7 | 63 | 0% | 1% | 1.3% | -0.1%

From PubChem
